NPY-Y1 antag = antagonists of human neuropeptide Y receptor Y1; AID 1040; HEK293-CNG Y1 cells, membrane potential fluorescence; NPY at EC95, then isoproterenol; P25929; inhibition, % at 3.6 µM; hit rate 1% among 200,000;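 active = inhibition above the campaign mean inhibition of all tested compounds plus 3 SD, cut at about 20% in these data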;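 also: 0% = DMSO wells given NPY plus isoproterenol and 100% = isoproterenol alone without NPY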
Target sequence (P25929 whole entry, looked up): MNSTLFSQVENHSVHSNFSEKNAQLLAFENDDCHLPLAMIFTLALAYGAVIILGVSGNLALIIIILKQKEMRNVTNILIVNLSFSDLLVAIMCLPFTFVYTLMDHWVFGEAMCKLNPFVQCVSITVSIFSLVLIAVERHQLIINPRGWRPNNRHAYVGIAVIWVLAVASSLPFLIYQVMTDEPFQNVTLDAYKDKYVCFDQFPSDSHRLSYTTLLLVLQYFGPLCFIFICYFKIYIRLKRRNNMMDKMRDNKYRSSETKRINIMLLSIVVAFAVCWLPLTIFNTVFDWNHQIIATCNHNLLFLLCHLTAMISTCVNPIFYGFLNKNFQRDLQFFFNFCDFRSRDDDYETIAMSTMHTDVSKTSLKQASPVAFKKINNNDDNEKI
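Benchmarks – high control isoproterenol alone, low control NPY with isoproterenol · Material – HEK293 Y1/CNG channel cell line · Times – dye 3 h, compound 60 min room temperature, stimulation 45 min · Probe or stimulus – NPY (25 nM), isoproterenol (1 µM), Ro 20-1724 (25 µM) · Evaluation – % inhibition of NPY effect · Signal – fluorescence, membrane potential probe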
p97 inhibitor = blocks human p97 ATPase activity | inhibition, % at 8 µM | hit rate 0.42% among 220,000 | recombinant p97 ATPase, Kinase-Glo ATP luminescence, 3 h; in the data active = inhibition above about 15%;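 also: 0% = DMSO vehicle and 100% = wells lacking enzyme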
S1P4 antag = antagonists of human S1P4 receptor | O95977 | S1P4-expressing cells, antagonist mode, reporter read-out | inhibition, % at 4.98 µM | hit rate 0.26% among 220,000; in the data active = inhibition above about 29%;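 also: 0% = wells stimulated with agonist and 100% = vehicle wells without agonist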
S1P4 ag = human S1P4 receptor agonism. activation, % at 4.98 µM. S1P4-expressing cell line, agonist reporter assay. hit rate 0.35% among 220,000; in the data active = activation above about 11%;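 also: 0% = DMSO vehicle and 100% = reference agonist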
EP2 modulator = modulates human prostaglandin E2 receptor EP2 signaling; hit rate 0.83% among 260,000; induction, % at 25 µM; AID 940; EP2-expressing cells, cAMP HTRF FRET, PGE2 co-stimulation;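 active = compounds whose cAMP rise, as percent of the full-agonist control response, exceeds 60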;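 also: rat C6 glioma line stably carrying human EP2 under a CMV promoter; the protocol text gives 20 µM as final concentration; 100% = response of wells given 1 µM PGE2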
Target sequence (P43116 whole entry, looked up): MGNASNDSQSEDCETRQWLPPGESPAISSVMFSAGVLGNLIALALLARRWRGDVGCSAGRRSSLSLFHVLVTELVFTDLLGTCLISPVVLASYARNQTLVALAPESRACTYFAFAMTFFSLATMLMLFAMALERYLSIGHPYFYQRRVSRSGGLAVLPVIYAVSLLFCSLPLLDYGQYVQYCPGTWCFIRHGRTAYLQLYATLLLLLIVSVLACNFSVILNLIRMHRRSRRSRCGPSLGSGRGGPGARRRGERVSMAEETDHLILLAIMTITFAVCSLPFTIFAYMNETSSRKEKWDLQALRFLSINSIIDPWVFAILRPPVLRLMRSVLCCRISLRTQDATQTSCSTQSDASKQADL
NPY2 pot ag = potentiators or agonists of human neuropeptide Y receptor Y2; P49146; cells expressing NPY-Y2, potentiator/agonist read-out; activation, % at 3.6 µM; hit rate 0.45% among 220,000; in the data active = activation above about 27%;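 also: cells stimulated with NPY near EC25 plus isoproterenol at EC100; 0% = vehicle plus submaximal agonist and 100% = vehicle plus saturating agonist; some results beyond the cut were filed as inactive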
EP2 antag = blocks the human prostaglandin E2 receptor EP2 | P43116 | C6 glioma cells expressing human EP2, cAMP TR-FRET; cells stimulated with saturating PGE2 | inhibition, % at 25 µM | hit rate 0.52% among 260,000 | AID 1422;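 active = percent inhibition above 40 after rounding to a whole number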;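 also: rat C6 glioma host cells with rolipram phosphodiesterase inhibitor present; the protocol text gives 20 µM as final concentration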
eIF4E-4G inh = blocks eIF4E binding to eIF4G; TR-FRET eIF4E-eIF4GI(517-606) binding, 2 h; hit rate 0.37% among 220,000; AID 782; P63073+Q04637; inhibition, % at 21.7 µM;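 active = inhibition above about 30%, limit read from the data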;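 also: 0% = full FRET control wells and 100% = background wells lacking eIF4GI fragment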
NPY1 pot ag = potentiates or activates human NPY-Y1 receptor. NPY-Y1 expressing cells, potentiator/agonist activation. P25929. activation, % at 3.6 µM. hit rate 0.37% among 220,000; in the data active = activation above about 33%, passing the limit was not always enough;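 also: cells stimulated with NPY at EC10 then isoproterenol at EC100; 0% = low agonist plus stimulus and 100% = saturating agonist plus stimulus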
* = called active by the depositor; / = no result given; & = joins results of further samples; [ ] = another dose, or the depositor's remark. Some of the compounds tested; rates above refer to the full screens.

The opening six compounds, to show the layout:
SMILES	NPY-Y1 antag	p97 inhibitor	S1P4 antag	S1P4 ag	EP2 modulator	NPY2 pot ag	EP2 antag	eIF4E-4G inh	NPY1 pot ag
COc1ccc(-c2nc(/C=C3\C(C)=Nc4ccccc43)c(O)o2)cc1	2	3	3	0.8	-24	4	7	1	4
COc1ccc(-c2nnc(SCc3ccccc3)n2N)cc1	1	-4	1	1.5	12	-29	9	/	3
CC(C)=CCC(C)(C)/C=N/NC(N)=O	/	6	-10	-0.2	6	2	2	4	-5
Cc1nc(N2CCCCC2)c2ccsc2n1	13	-1	20	-1.9	15	8	6	-4[fluorescence artefact?]	-1
CCC(=O)Nc1cc(Cl)ccc1C(=O)O	11	-4	7	-0.1	14	-17	12	2	-17
CCOc1[nH]n(-c2ccccc2)c(=O)c1C=NCc1ccncc1	1	-5	9	-0.9	-7	-5	9	-2	-16

This part in full (from the top)
SMILES	NPY-Y1 antag	p97 inhibitor	S1P4 antag	S1P4 ag	EP2 modulator	NPY2 pot ag	EP2 antag	eIF4E-4G inh	NPY1 pot ag
COc1ccc(-c2nc(/C=C3\C(C)=Nc4ccccc43)c(O)o2)cc1	2	3	3	0.8	-24	4	7	1	4
COc1ccc(-c2nnc(SCc3ccccc3)n2N)cc1	1	-4	1	1.5	12	-29	9	/	3
CC(C)=CCC(C)(C)/C=N/NC(N)=O	/	6	-10	-0.2	6	2	2	4	-5
Cc1nc(N2CCCCC2)c2ccsc2n1	13	-1	20	-1.9	15	8	6	-4[fluorescence artefact?]	-1
CCC(=O)Nc1cc(Cl)ccc1C(=O)O	11	-4	7	-0.1	14	-17	12	2	-17
CCOc1[nH]n(-c2ccccc2)c(=O)c1C=NCc1ccncc1	1	-5	9	-0.9	-7	-5	9	-2	-16
CCN(CCNC(=O)c1cccc(N2CCCC2=O)c1)c1ccccc1	-1	-6	4	2.8	-40	-15	20	-4	1
CC(NC(=O)c1ccc(N2CCCC2=O)cc1)c1ccccc1 (configuration not stated)	-2	3	-24	-3.1	-4	2	4	2	18
COc1ccc(Nc2nc3ccccc3s2)cc1	-4	4	-5	0.8	0	-3	2	3	16
OCCC1CN(Cc2c(O)ccc3ccccc23)CCN1CCc1ccccc1 (configuration not stated)	-1	-1	-7	0.8	-66	-12	2	3	13
CCCC(C(=O)Nc1nccs1)c1ccccc1 (configuration not stated)	-5	3	-11	-1.5	17	-8	7	-5	24
Cc1cccc(-c2noc(CN(C(=O)c3ccc4c(c3)OCO4)C(C)C)n2)c1	16	-3	-7	-0.5	11	-19	8	/	-22

As entered above:
Under S1P4 ag, CC(C)=CCC(C)(C)/C=N/NC(N)=O reads -0.2
Under EP2 modulator, OCCC1CN(Cc2c(O)ccc3ccccc23)CCN1CCc1ccccc1 (configuration not stated) reads -66

(more compounds)
SMILES	NPY-Y1 antag	p97 inhibitor	S1P4 antag	S1P4 ag	EP2 modulator	NPY2 pot ag	EP2 antag	eIF4E-4G inh	NPY1 pot ag
Cn1c(=O)c2ncn(CC(=O)Nc3ccc4c5c(cccc35)CC4)c2n(C)c1=O	5	5	-3	-0.5	32	8	17	3	-34
CCC(Sc1nc2ccccc2c(=O)[nH]1)C(=O)Nc1ccc(C(C)=O)cc1 (configuration not stated)	-6	9	-12	-0.4	-38	5	7	3	5
O=C(Cn1c(=O)sc2ccccc21)Nc1ccc(O)cc1	4	-5	-1	-1.2	-34&-9	0	3&4	1	0
COCCNCC(=O)Nc1nc(C)cs1	0	-5	-13	1.6	13	-16	4	4	-18
CCOC(=O)C1CCCN(C(=O)C2CCCN(S(C)(=O)=O)C2)C1 (configuration not stated)	-4	7	-11	-0.1	13	3	7	-4[fluorescence artefact?]	5
Cc1onc(-c2c(F)cccc2Cl)c1C(=O)NCc1cccs1	-2	-1	-17	1.3	12	4	9	1[fluorescence artefact?]	-19
Cc1ccoc1C(=O)N1CCCC(CCC(=O)N2CCN(c3ccccn3)CC2)C1 (configuration not stated)	8	0	-2	0.2	-61	-9	7	1	-2
O=C(Nc1cnn(Cc2c(Cl)cccc2Cl)c1)c1ccc([N+](=O)[O-])cc1	-4	0	9	1.3	10	5	13	-11	0
CNC(=S)Nc1ccc(OCc2ccccc2)cc1	2	3	-1	2.2	-18	4	6	-3	21
Oc1ccc(NCc2ccccc2OCc2ccccc2F)cc1	-4	3	12	-1.7	30	-24	17	2[fluorescence artefact?]	0
Cc1nc2cc(NC(=O)c3ccc(N4C(=O)CCC4=O)cc3)ccc2s1	5	-4	-7	-1.6	53	1	6	0	16
COCCN(C(=O)CSc1nnc(C)n1-c1ccccc1)c1c(N)n(Cc2ccccc2)c(=O)[nH]c1=O	-1	3	-2	0.6	2	-3	1	0	0
CC(C)(C)C1CCc2c(sc(NC(=O)CSc3ncn[nH]3)c2C#N)C1 (configuration not stated)	1	6	-17	3.2	37	3	7	4	1
Cc1cc2n(n1)C(c1ccc(N(C)C)cc1)Nc1ccccc1-2 (configuration not stated)	-2	3	11	0.5	48	-5	5	4	-16
Cc1cccc(C)c1NC(=O)CN(C)c1ccc(C(F)(F)F)cn1	17	2	7	-1.6	2	-1	9	8	1
CCSc1nnc(NC(=O)c2cccc(S(=O)(=O)N(C)c3ccc(C)cc3)c2)s1	4	-4	-3	-1.9	-6	7	13	8[fluorescence artefact?]	4
CN(C)S(=O)(=O)c1ccc(Cl)c(NC(=O)CN2CCNC(=O)C2)c1	-4	9	2	2.0	-9	-16	4	2	17
CCC(COC)NCc1cn(-c2ccc(F)cc2F)nc1-c1ccccc1C (configuration not stated)	12	3	-17	-0.3	20	12	11	3	16
COc1ccc(CCN(C)CCCC(C#N)(c2cc(OC)c(OC)c(OC)c2)C(C)C)cc1OC (configuration not stated)	3	-3	-3	2.0	22&24	-3	12&17	-2	-23
O=C(CN1CCCC1)NN=C(c1ccccc1)c1ccccc1	5	-1	-3	-1.4	3	-4	2	2	-18
COc1cc(C(c2c(C)[nH][nH]c2=O)c2c(C)[nH][nH]c2=O)cc([N+](=O)[O-])c1O	-1	4	-5	-0.9	32	16	2	2	8
CCOC(=O)/C(=N\Nc1cc(Cl)ccc1Cl)N1CCN(C)CC1	10	1	-8	-2.9	19	3	4	-1[fluorescence artefact?]	-31
O=C(COc1ccc2ccccc2c1)NN1C(=O)c2ccccc2C1=O	3	7	-1	0.0	-33	1	4	1	-10
CCOc1ccc(-n2c(SCC(=O)c3c(N)n(C)c(=O)n(C)c3=O)nnc2-c2cccnc2)cc1	2	-6	-29	0.9	23	14	5	0	-4
COc1cc(C2C3CN(C)CC=C3C(C#N)=C(N)C2(C#N)C#N)ccc1OC(C)C (configuration not stated)	-2	6	11	1.0	9	0	8	-5[fluorescence artefact?]	1
COC(=O)Cn1c(C)nc([N+](=O)[O-])c1Br	2	7	-8	1.8	2	-1	3	-4	17
OCCCNc1ncnc2sc(-c3ccccc3)cc12	-2	2	-1	1.5	-105	-8	13	1	9
O=C(NCCCN1CCOCC1)c1ccccc1	4	0	-1	-1.7	19	0	11	1[fluorescence artefact?]	-1
S=C1NCN(Cc2cccnc2)CN1c1cccc2ccccc12	/	0	-11	1.0	-21	6	7	-5	29
Cc1nc(-c2cccc(S(=O)(=O)N3CCC(C)CC3)c2)cs1	3	-6	6	-2.8	-13	-16	16	-1	11
COC(=O)CSc1cc([N+](=O)[O-])cc2c1c(C1OCCO1)nn2-c1ccccc1	4	4	-18	-0.4	42	-6	6	1	9
Cc1ccc(NC(C#N)c2ccccc2OCc2ccccc2)cc1 (configuration not stated)	-7	3	-9	-0.9	15	3	/	-1[fluorescence artefact?]	-12
Cc1ccc(Nc2nc(COC(=O)C3CC3)cs2)cc1	2	0	13	-1.2	10	4	16	-6	13
Cc1cc(C)cc(NC(=O)c2ccc(CSc3nnnn3C)cc2)c1	-1	0	-1	0.6	1	-8	11	1	12
Cc1c(C(=O)N/N=C/c2ccc(O)cc2)sc(=S)n1C	-4	6	0	-2.6	5	0	8	0	-26
CC(=O)N1N=C(c2cccs2)CC1c1cccs1 (configuration not stated)	5	-7	-8	-0.3	2	-17	1	1	2

Compound profiles, from the list above.
CC(=O)N1N=C(c2cccs2)CC1c1cccs1 (configuration not stated) is entered as NPY-Y1 antag: 5; p97 inhibitor: -7; S1P4 antag: -8; S1P4 ag: -0.3; EP2 modulator: 2; NPY2 pot ag: -17; EP2 antag: 1; eIF4E-4G inh: 1; NPY1 pot ag: 2
Cc1ccc(NC(C#N)c2ccccc2OCc2ccccc2)cc1 (configuration not stated) is entered as NPY-Y1 antag: -7; p97 inhibitor: 3; S1P4 antag: -9; S1P4 ag: -0.9; EP2 modulator: 15; NPY2 pot ag: 3; EP2 antag: /; eIF4E-4G inh: -1[fluorescence artefact?]; NPY1 pot ag: -12

Continued:
SMILES	NPY-Y1 antag	p97 inhibitor	S1P4 antag	S1P4 ag	EP2 modulator	NPY2 pot ag	EP2 antag	eIF4E-4G inh	NPY1 pot ag
Cc1ccc(NC(=O)Nc2ccccc2)c(Br)c1	-10	4	-25	19*	-4	0	9	5	16
CCCCCNC(=O)CN(c1ccc2c(c1)OCO2)S(C)(=O)=O	11	-4	2	-0.2	15	-12	7	-6	2
Nc1nc(Nc2cccc(F)c2)nc(NCCO)c1[N+](=O)[O-]	/	11	-6	-0.9	13	-3	2	-3	12
O=c1cnnc(Nc2ccccc2)[nH]1	-1	3	-4	2.0	10	4	12	-1	23
COc1ccc(OC)c(NC(=S)N2CCN(C/C=C/c3ccccc3)CC2)c1	3	3	-6	1.5	-13	3	13	5	-19
O=c1c(N2CCCCC2)coc2ccccc12	7	-4	7	-2.4	14	-10	9	5	-33
Cc1ccc(NC(=O)C2CC(=O)N(Cc3ccccc3)C2)cc1S(=O)(=O)N1CCCCCC1 (configuration not stated)	-5	4	-12	-1.5	-6	24	7	-4	22
O=C1C2CC(O)CN2C(=O)N1c1ccccc1 (configuration not stated)	-2	-1	3	-3.8	9	-2	6	3	7
COc1ccc(N(C(=O)Nc2ccc(Cl)cc2)C2=NCCC2)cc1	1	6	-10	-1.3	-45	-4	12	9	15
CCNC(=O)NC(=O)C(C)OC(=O)c1oc2ccc(OCC)cc2c1C (configuration not stated)	2	1	-13	1.6	12	-2	6	1	-6
CNC(=O)NC(=O)C(C)N1CCN(C/C=C/c2ccccc2)CC1 (configuration not stated)	3	1	-15	0.3	15	0	5	0	-10
COC(=O)c1sc(NC(=O)c2oc3ccccc3c2C)nc1C	2	-2	4	-1.6	-16	-7	12	1	-8
c1ccc2c(-c3c[nH]c4ccccc34)c3ccccc3nc2c1	4	2	-16	-0.2	-1	-31	/	3	7
CCOC(=O)N1CCN(Cc2nc(Cc3cccc(F)c3)no2)CC1	-1	3	-15	-1.2	2	-2	3	1	-1

Screening results (PubChem)
